High-throughput results deposited in PubChem by Sanford-Burnham Center for Chemical Genomics.
HKDC1 inh: inhibitors of human hexokinase HKDC1; inhibition, % at 20 µM; Q2TB90; recombinant HKDC1, G6PDH/diaphorase resazurin coupled fluorescence; AID 493160; actives 0.16% (n = 340,000);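 active = inhibition above about 35% when tested at 20 µM, limit read from the data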;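 also: plate controls were DMSO wells with enzyme for no effect and DMSO wells lacking enzyme for full effect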
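Test system: recombinant HKDC1 (HK5) hexokinase enzyme, produced in-house / Doses: 20 µM test compound, 1% DMSO / Timing: 90 min, room temperature / Detection: G6PDH/diaphorase-coupled fluorescence, 1 mM NADP, 100 µM resazurin, 525/613 nm / Control set: DMSO wells with and without enzyme mix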
NR3A LBD binder: modulators (binders) of human NR3A ligand-binding domain. NR3A LBD differential scanning fluorimetry, Tm shift; 0% = protein alone, 100% = glycine-bound protein. Tm shift relative to glycine control, % at 25 µM. actives 2.5% (n = 340,000);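 active = melting temperature shift of at least 10% of the positive control shift, at one fixed dose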
SENP8 inh: inhibitors of human SENP8 protease; Q96LD8; actives 0.64% (n = 360,000); recombinant SENP8, Nedd8 substrate fluorescence; inhibition, % at 20 µM; in the data active = inhibition mostly above about 40%, no sharp cut-off; inactive = mostly below about 27%
Target sequence (Q96LD8 whole entry, looked up): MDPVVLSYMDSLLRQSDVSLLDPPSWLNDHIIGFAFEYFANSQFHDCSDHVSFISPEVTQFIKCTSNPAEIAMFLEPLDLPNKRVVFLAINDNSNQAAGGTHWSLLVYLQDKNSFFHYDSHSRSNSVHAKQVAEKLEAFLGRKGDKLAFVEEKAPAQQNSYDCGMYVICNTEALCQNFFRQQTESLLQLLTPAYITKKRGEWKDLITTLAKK
MPTP inh: inhibitors of mitochondrial permeability transition pore; isolated mouse mitochondria, Ca2+ swelling absorbance, 30 min; inhibition, % at 10 µM; actives 1.4% (n = 360,000); AID 602449;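 active = inhibition of 50% or more, scaled per plate between neutral and stimulator controls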;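 also: 0% = DMSO wells given calcium and 100% = 1 mM EGTA wells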
SENP6 inh: blocks the human protease SENP6 | inhibition, % at 10 µM | actives 1.8% (n = 330,000) | Q9GZR1 | Recombinant SENP6 catalytic domain, aminoluciferin luminescence;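 active = inhibition above about 50% at the single tested dose, limit read from the data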;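 also: plate controls were DMSO wells with enzyme for no effect and DMSO wells lacking enzyme for full effect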
SENP7 block: blocks the human protease SENP7 | Q9BQF6 | actives 1.5% (n = 330,000) | recombinant SENP7, Z-RLRGG-aminoluciferin luminescence, 40 min | AID 434973 | inhibition, % at 5 µM;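 active = inhibition above about 50% at the single test dose, limit read from the data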;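 also: plate controls were DMSO with enzyme for no effect and no enzyme buffer wells for full effect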
Target sequence (Q9BQF6 706-1050 limits assumed): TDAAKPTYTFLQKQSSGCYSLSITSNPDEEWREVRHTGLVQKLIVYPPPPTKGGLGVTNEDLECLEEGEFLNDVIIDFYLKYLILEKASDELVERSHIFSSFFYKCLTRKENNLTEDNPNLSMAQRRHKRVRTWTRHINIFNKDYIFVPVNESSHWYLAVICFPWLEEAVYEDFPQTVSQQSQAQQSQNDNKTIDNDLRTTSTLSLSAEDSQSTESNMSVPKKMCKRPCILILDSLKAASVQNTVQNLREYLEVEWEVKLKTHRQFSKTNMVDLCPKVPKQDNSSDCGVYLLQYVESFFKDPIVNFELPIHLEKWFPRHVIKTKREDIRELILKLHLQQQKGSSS
ATG4B inh: ATG4B (human) cysteine protease inhibition | actives 0.51% (n = 340,000) | Q9Y4P1 | ATG4B cleavage of LC3-PLA2, NBD-HPC fluorescence, 1 h | inhibition, % at 8.33 µM | AID 504462; in the data active = inhibition above about 40%
Target sequence (Q9Y4P1 whole entry, looked up): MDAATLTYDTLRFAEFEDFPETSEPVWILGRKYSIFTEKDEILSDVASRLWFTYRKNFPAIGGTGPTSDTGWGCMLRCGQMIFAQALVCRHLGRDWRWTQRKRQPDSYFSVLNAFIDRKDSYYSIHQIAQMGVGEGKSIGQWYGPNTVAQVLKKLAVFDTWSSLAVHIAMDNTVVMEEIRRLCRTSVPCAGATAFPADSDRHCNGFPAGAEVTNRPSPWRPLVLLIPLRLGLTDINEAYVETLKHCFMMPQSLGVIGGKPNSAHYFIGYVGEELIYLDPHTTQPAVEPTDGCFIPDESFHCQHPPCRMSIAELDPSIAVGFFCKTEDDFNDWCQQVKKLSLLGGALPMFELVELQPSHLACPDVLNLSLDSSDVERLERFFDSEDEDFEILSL
PfGluPho inh: PfG6PD (Plasmodium falciparum) enzyme inhibition | PfGluPho enzyme, NADPH resazurin-diaphorase fluorescence | inhibition, % at 20 µM | actives 0.78% (n = 350,000);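 active = inhibition reaching at least a set limit at 20 µM in the primary screen, cut at about 59% in these data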;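 also: 0% = DMSO wells with substrate and 100% = DMSO wells lacking glucose-6-phosphate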
Starred values were filed as active, the others as inactive; · = no result given.

SMILES	HKDC1 inh	NR3A LBD binder	SENP8 inh	MPTP inh	SENP6 inh	SENP7 block	ATG4B inh	PfGluPho inh
Cc1cc(C)cc(N(C(=O)c2cccs2)C2C=CS(=O)(=O)C2)c1 (stereo not drawn)	4	-1	9	-0.9	-20	4	-1	-12
CN1C(=O)C(=O)/C(=C(/O)c2ccccc2)C1c1ccccc1 (stereo not drawn)	-1	0	8	-0.1	-6	-5	2	-3
Cc1ccc(-c2cc(-c3nnc(SCC(=O)NCC(C)C)n3N)c3ccccc3n2)cc1	-2	-3	-98	-1.4	-12	0	-9	19
COC(=O)C(N)CCCCN (stereo not drawn)	-4	-1	43*	-0.3	-8	5	-23	-5
COc1cc2sc(-c3ccccc3OC)c(-c3ccc(O)cc3)c2cc1OC	-4	-2	-116	0.6	4	1	-4	-2
O=C(Nc1ccccc1Cl)N1CCCN(c2nc(-c3ccccc3)ns2)CC1	6	4	11	14	-14	-2	-6	-6
COc1ccc(C(=O)Nc2cc3c(cc2C(=O)O)OCCCO3)c(OC)c1	-3	4	4	-0.4	-5	-5	3	-18
N#Cc1ccc(C(=O)CSc2n[nH]c(=O)n2-c2cccnc2)cc1	0	0	23	-0.2	-10	6	-2	-8
O=C(CCN1C(=O)/C(=C/c2ccccc2F)SC1=S)NCCCn1ccnc1	1	0	25	2.4	-7	5	-17	2
Cc1noc(/C=C/c2ccc(-c3ccccc3Cl)o2)c1[N+](=O)[O-]	1	2	3	-11	1	-4	0	9
CC1(C)CC(NC(=O)c2ccccn2)CC(C)(C)N1O	-7	3	13	-0.9	13	-7	-7	28
CCc1cc(-c2nc(N)ncc2-c2ccc(Br)cc2)c(O)cc1OC	5	0	11	1.7	-6	-8	0	17
O=C(CSc1ncnc2ccccc12)c1cccs1	-3	1	2	-1.7	-66	56*	5	11
Cc1ccn(CCSCC(=O)O)n1	-6	-2	0	6.4	-14	0	-5	-18
CCN(Cc1ccccc1)C(c1ccccn1)c1nnnn1C1CCCCC1 (stereo not drawn)	-7	1	-26	-0.3	-5	5	-1	-6
Cc1ccc(OCC(=O)Nc2ccc(N3CCN(S(C)(=O)=O)CC3)cc2)c(C)c1	3	0	8	7.5	10	7	-5	-5
Nc1cc(C(F)(F)F)ccc1-n1cccc1	-10	-2	-125	2.7	-1	-1	-5	1
COc1ccc(-n2c(O)c(Cc3ccccc3)c(=O)n3nc(-c4ccccc4)c(=O)cc23)cc1	5	-5	-213	-2.6	10	-4	-2	-29
CC(C)=CC(=O)OCC(=O)Nc1nc(C)c(Cl)cc1Cl	0	-1	4	0.1	1	1	-10	-4
CCOC(=O)c1c(C)[nH]sc1=S	-4	3	18	0.6	-9	-6	5	36
COc1cc(CNc2ccc(N3CCCCC3)cc2)ccc1OCC(=O)NC(C)(C)C	1	-3	-114	3.4	5	2	3	41
CCOc1ccc(NC(=S)N(CCc2c(C)[nH]c3ccc(C)cc23)Cc2ccco2)cc1	1	-1	-7	0.4	-12	3	-1	15
CCCCCC(=O)NC(=S)NNC(=O)CC	-10	-1	14	-1.6	9	6	-2	5
CCOc1ccc(C(=O)NCC(=O)NCCCn2nc(C)cc2C)cc1OCC	-6	-1	5	-0.5	-13	1	4	-9
O=C(NCc1ccco1)C1CCCN(S(=O)(=O)c2ccc(Br)cc2)C1 (stereo not drawn)	-6	-2	5	-0.1	-36	-3	-6	-3
N#Cc1cccc(NC(=O)NCCc2c[nH]c3ccccc23)c1	1	11*	9	0.4	-2	-4	-3	9
C=CCN1C(=O)c2ccc(C(=O)OCC(=O)N(CC)C3CCS(=O)(=O)C3)cc2C1=O (stereo not drawn)	-2	1	7	0.5	-23	-15	-1	0
CCCCNC(=O)c1ccc2nc(-c3ccco3)c(-c3ccco3)nc2c1	19	-8	-176	0.5	28	10	12	44
Cc1ccc2c(c1)C1(C)C(C(C)(C)N2C=O)C1(Cl)Cl (stereo not drawn)	-2	1	12	1.0	-7	-2	-3	9
Cc1cccc(Nc2nnc(-c3ccc(C(=O)N4C[C@H]5C[C@H](C4)c4cccc(=O)n4C5)cc3)c3ccccc23)c1	10	-3	-121	-0.2	-8	1	4	-11
CC(C)(C)SCCNC(=O)CN(c1ccc(F)cc1)S(=O)(=O)c1ccccc1	10	0	19	0.6	-7	0	-6	16
CC(C)COC(=O)NCCOC(=O)Nc1cccc(Cl)c1	2	-1	20	102*	-8	-4	-4	-5
CNS(=O)(=O)c1cccc(C(=O)OCC(=O)N2c3ccccc3CC2C)c1 (stereo not drawn)	6	14*	13	-1.5	-3	12	-8	-1
COC(=O)c1ccc(NS(=O)(=O)c2ccc(Cl)cc2)o1	-5	2	-37	0.7	-13	2	0	24
COc1ccccc1CNC(=O)CNC(=O)N1CC(=O)Nc2ccccc21	-6	3	18	-2.7	2	-1	12	-9
N#CCC(=O)N/N=C/c1c(-c2ccccc2)n(-c2ccccc2)c2ccccc12	-1	5	-188	2.6	-15	-13	-6	2
Cc1ccc(N(Cc2ccco2)C(=O)c2ccc(N3CCCCC3)c([N+](=O)[O-])c2)cc1	3	0	14	4.1	-6	1	-1	-7
C=Cc1ccc(CN2CCCN(Cc3ccc(F)cc3)S2(=O)=O)cc1	3	8	12	0.9	-4	1	11	-4
CC(=O)Nc1ccc(C(C#N)c2ccccc2)cc1 (stereo not drawn)	-7	0	4	1.0	-8	3	0	-3
CCOC(=O)c1c(S(=O)(=O)N2CCC(C)CC2)c(C)n(C)c1C	7	3	12	-0.1	2	9	0	-13
CC(=C/c1ccccc1)/C=N/N1CCN(Cc2ccc(C)cc2)CC1	-3	3	6	-0.9	-4	4	-11	7
CCOC(=O)/C(C#N)=C/Nc1cc(C(=O)OCC)cc2c(OC)c(OC)ccc12	6	·	-315	1.2	20	-2	5	-1
Cc1ccc(C2NC(=S)NC3=C2N2CCC3CC2)cc1 (stereo not drawn)	-5	0	12	-1.5	-3	8	-3	7
Cc1noc(C)c1COC(=O)c1cccc(S(=O)(=O)N2CCOCC2)c1	-4	-1	17	0.0	-4	4	0	-4
C1COCCNCCOCCOCCOCCN1	6	0	29	-1.0	0	3	-3	-11
CCS(=O)(=O)N1CCN(C(=O)c2ccccc2)CC1	-9	1	8	-1.0	-2	0	-10	6
CCOc1ccc(COC(=O)C2CC(=O)N(CCc3ccccc3)C2)cc1OC (stereo not drawn)	-4	2	4	-2.2	0	-5	-4	7
CCOc1cc(/C=C2\C(=O)NN(c3ccccc3)C2=O)cc([N+](=O)[O-])c1O	7	-14	24	1.8	-5	1	-1	21
Cc1nc2c(cc1NC(=O)c1ccccc1)nc(C)n2Cc1ccccc1	-4	-1	6	0.0	1	4	3	11
Cc1cc(S(=O)(=O)NCCc2ccccc2)ccc1-n1cnnn1	0	3	7	-1.2	-6	8	3	-1
Following part:
SMILES	HKDC1 inh	NR3A LBD binder	SENP8 inh	MPTP inh	SENP6 inh	SENP7 block	ATG4B inh	PfGluPho inh
CC1=NN(c2nc3ccccc3s2)C(O)(C(F)(F)F)C1 (stereo not drawn)	1	-1	29	0.0	-3	2	-4	4
CCOc1ccccc1NC1=C(Cl)C(=O)N(c2ccccc2)C1=O	12	10	18	-2.3	7	8	10	-7
O=C(NCc1ccccc1)C12CC3CC(CC(Cl)(C3)C1)C2	-1	1	13	2.5	-9	12	0	-9
O=C(NC(=O)N1CCCC1)c1csnn1	-5	1	21	0.8	1	3	-6	2
Cc1cccc(OCCn2nc(C(=O)O)c3ccccc3c2=O)c1	2	-2	21	-1.9	-6	-1	-7	38
COc1ccc2c(COC(=O)CCS(=O)(=O)c3ccc(C)cc3)cc(=O)oc2c1	5	-3	-430	-0.1	-3	1	-9	-3
CCN(CC)CCCNC(=O)CNC(=O)c1nn(-c2ccc(OC)cc2)c(=O)c2ccccc12	-8	0	-16	0.2	10	-1	-1	8
O=[N+]([O-])CC1(n2nc3ccccc3n2)CCCCC1	-6	1	3	-1.4	-3	8	-11	5
Cc1cc(NC(=O)CCSc2nc(-c3ccco3)cc(C(F)(F)F)n2)no1	-7	1	4	-1.3	-14	6	-10	-4
O=C1NC2(CCCCC2)N=C1c1ccc(Br)cc1	0	1	20	0.6	-7	-8	-8	3
O=C(Nc1ccc(NC(=O)c2cc([N+](=O)[O-])ccc2N2CCOCC2)cc1)c1cccs1	-1	-2	27	-0.4	-13	6	-10	-11
CC1Oc2ccccc2N(CC(=O)NCCCN2CCOCC2)C1=O (stereo not drawn)	-4	1	7	-0.6	2	1	-13	-8
Cc1cc(OC(F)F)ccc1NC(=O)Nc1ccc2c(c1)OCO2	-9	-12	-2	0.4	-4	-3	3	5
CC1CCN(C(=O)CSc2nnc(CN3CCOCC3)n2-c2ccccc2)CC1	-8	-1	22	3.4	3	6	4	13
O=S(=O)(Nc1ccc(N2CCOCC2)nn1)c1ccccc1	-5	-1	-15	-0.7	-4	1	-3	-3
O=C(Nc1nc2nc(-c3ccccc3)cc(=O)n2[nH]1)c1ccccc1	0	3	16	-1.5	1	6	-6	8
COc1ccccc1/C=C/CN1CCCC(CO)(CCc2ccccc2)C1 (stereo not drawn)	4	0	-35	2.6	4	-7	-5	-9

In the list so far, eleven have an aryl methoxy group.
SMILES	HKDC1 inh	NR3A LBD binder	SENP8 inh	MPTP inh	SENP6 inh	SENP7 block	ATG4B inh	PfGluPho inh
COc1cc2sc(-c3ccccc3OC)c(-c3ccc(O)cc3)c2cc1OC	-4	-2	-116	0.6	4	1	-4	-2
COc1ccc(C(=O)Nc2cc3c(cc2C(=O)O)OCCCO3)c(OC)c1	-3	4	4	-0.4	-5	-5	3	-18
CCc1cc(-c2nc(N)ncc2-c2ccc(Br)cc2)c(O)cc1OC	5	0	11	1.7	-6	-8	0	17
COc1ccc(-n2c(O)c(Cc3ccccc3)c(=O)n3nc(-c4ccccc4)c(=O)cc23)cc1	5	-5	-213	-2.6	10	-4	-2	-29
COc1cc(CNc2ccc(N3CCCCC3)cc2)ccc1OCC(=O)NC(C)(C)C	1	-3	-114	3.4	5	2	3	41
COc1ccccc1CNC(=O)CNC(=O)N1CC(=O)Nc2ccccc21	-6	3	18	-2.7	2	-1	12	-9
CCOC(=O)/C(C#N)=C/Nc1cc(C(=O)OCC)cc2c(OC)c(OC)ccc12	6	·	-315	1.2	20	-2	5	-1
CCOc1ccc(COC(=O)C2CC(=O)N(CCc3ccccc3)C2)cc1OC (stereo not drawn)	-4	2	4	-2.2	0	-5	-4	7
COc1ccc2c(COC(=O)CCS(=O)(=O)c3ccc(C)cc3)cc(=O)oc2c1	5	-3	-430	-0.1	-3	1	-9	-3
CCN(CC)CCCNC(=O)CNC(=O)c1nn(-c2ccc(OC)cc2)c(=O)c2ccccc12	-8	0	-16	0.2	10	-1	-1	8
COc1ccccc1/C=C/CN1CCCC(CO)(CCc2ccccc2)C1 (stereo not drawn)	4	0	-35	2.6	4	-7	-5	-9
